Assay outcomes as filed in PubChem BioAssay.
Tn6 DDE FP: disrupts Tn6 cyclic peptide binding to fibrin D-Dimer-E complex | P02675 | AID 720509 | 0.21% of 370,000 active | Fibrin DD(E) TRITC-Tn6 fluorescence polarization displacement | inhibition, % at 8.3 µM;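 active means inhibition above a per-campaign cutoff: mean of compounds within control limits plus 3 SD, cut at about 15% in these data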;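 further: 0% = median of all compound wells on the plate and 100% = blocking peptide control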
UHRF1 binding: human UHRF1 methylated DNA binding inhibitors; Q96T88; UHRF1 binding to methylated oligo, TR-FRET; inhibition, % at 4.4 µM; 0.75% of 370,000 active; AID 687016; in the data active means inhibition above about 21%;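 further: UHRF1 SRA domain binding a hemimethylated CpG hairpin DNA probe; 0% = median of test compound wells and 100% = reference inhibitor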
ADAM17 inh: inhibits human ADAM17 | AID 720648 | recombinant ADAM17, EDANS/DABCYL FRET peptide cleavage | 0.83% of 370,000 active | inhibition, % at 6.95 µM | P78536;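 active means inhibition above the mean of compounds lying between control limits plus 3 SD, set per campaign, cut at about 8.5% in these data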;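 further: 0% = DMSO-only wells as the low control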
Tn7 DDE FP: DD(E)-Tn7 binding inhibition, primary FP screen | 0.13% of 370,000 active | P02675 | FP displacement of FITC-Tn7 peptide from fibrin DD(E); 0% = median of compound wells per plate | inhibition, % at 8.3 µM | AID 720508;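 active means inhibition above the mean of compounds falling within the control limits plus 3 SD of them, cut at about 14% in these data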;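 further: 0% = plate median of compound wells and 100% = 10 µM Aha-Tn7 peptide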
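system = human fibrin DD(E) protein | quantity = DD(E) 2 µM final | medium = Tris/NaCl/CaCl2 buffer, pH 7.8 | also added = labelled Tn7 tracer, 0.1 µM | compound dosing = single point at 8.3 µM | timing = compound with protein 10 min, then 3 h after probe, room temperature | signal = FP measurement | benchmarks = Aha-Tn7 high control | repeats = one replicate per compound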
PLCb3 inh: blocks human PLC-beta3 enzyme activity. Q01970. Purified PLC-beta3, fluorogenic substrate, fluorescence. inhibition, % at 12.2 µM. 0.18% of 370,000 active; in the data active means inhibition above about 11%;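 further: 0% = median of compound wells on plate and 100% = full blocker control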
PLC-gamma1 inh: inhibitors of human phospholipase C gamma1. P19174. purified PLC-gamma1, fluorogenic substrate, fluorescence. inhibition, % at 12.2 µM. 0.84% of 370,000 active. AID 720700; in the data active means inhibition above about 9.5%
Target sequence (P19174 whole entry, looked up): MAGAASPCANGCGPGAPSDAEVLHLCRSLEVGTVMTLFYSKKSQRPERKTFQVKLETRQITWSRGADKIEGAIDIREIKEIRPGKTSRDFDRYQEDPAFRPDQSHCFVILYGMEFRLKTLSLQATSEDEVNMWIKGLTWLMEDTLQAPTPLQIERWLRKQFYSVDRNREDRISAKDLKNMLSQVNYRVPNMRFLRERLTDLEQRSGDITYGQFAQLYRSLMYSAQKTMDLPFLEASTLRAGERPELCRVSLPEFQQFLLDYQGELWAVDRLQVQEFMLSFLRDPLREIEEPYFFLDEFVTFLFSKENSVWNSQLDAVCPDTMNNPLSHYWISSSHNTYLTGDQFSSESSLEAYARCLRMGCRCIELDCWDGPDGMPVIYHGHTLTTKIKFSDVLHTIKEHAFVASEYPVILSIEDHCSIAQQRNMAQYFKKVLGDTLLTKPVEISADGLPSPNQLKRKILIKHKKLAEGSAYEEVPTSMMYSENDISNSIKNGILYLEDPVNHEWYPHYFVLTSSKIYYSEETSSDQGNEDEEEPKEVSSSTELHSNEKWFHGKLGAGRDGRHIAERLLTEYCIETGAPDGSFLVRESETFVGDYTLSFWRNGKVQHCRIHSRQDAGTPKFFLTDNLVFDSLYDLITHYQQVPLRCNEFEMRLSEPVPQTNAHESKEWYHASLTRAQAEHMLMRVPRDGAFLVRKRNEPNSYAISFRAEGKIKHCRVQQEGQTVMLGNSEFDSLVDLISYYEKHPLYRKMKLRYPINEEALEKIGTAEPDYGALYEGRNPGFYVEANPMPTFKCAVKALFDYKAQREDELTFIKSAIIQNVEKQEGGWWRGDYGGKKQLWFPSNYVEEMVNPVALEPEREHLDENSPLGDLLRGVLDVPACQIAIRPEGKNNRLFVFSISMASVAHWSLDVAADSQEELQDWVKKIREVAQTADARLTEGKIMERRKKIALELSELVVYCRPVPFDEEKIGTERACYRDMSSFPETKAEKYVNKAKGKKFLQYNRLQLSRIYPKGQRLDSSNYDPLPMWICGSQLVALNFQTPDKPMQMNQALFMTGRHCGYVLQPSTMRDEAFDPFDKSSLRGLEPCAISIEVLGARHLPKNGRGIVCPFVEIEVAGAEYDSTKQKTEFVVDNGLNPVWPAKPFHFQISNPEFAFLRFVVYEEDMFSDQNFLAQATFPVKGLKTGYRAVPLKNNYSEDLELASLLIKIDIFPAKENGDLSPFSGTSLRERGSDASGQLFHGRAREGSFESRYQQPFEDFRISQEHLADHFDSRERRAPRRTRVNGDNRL
MBD2 DNA inh: blocks human MBD2 binding to methylated DNA; TR-FRET, MBD2 binding to methylated oligonucleotide; inhibition, % at 4.4 µM; 0.31% of 370,000 active; AID 686964; in the data active means inhibition above about 13%
ASAP1 GAP inh: ASAP1 ArfGAP inhibition; Q9ULH1; ASAP1-stimulated ARF1 GTP hydrolysis, GDP FP detection; inhibition, % at 16.5 µM; 0.19% of 360,000 active; AID 624377; in the data active means inhibition above about 25%;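 further: 0% = vehicle with enzyme and substrate and 100% = no enzyme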
ARFGAP1 inhibitor: rat ARFGAP1 inhibition | AID 651572 | Arfgap1-stimulated ARF1 GTP hydrolysis, GDP FP detection | inhibition, % at 16.5 µM | 0.26% of 360,000 active;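 active means inhibition above a per-plate limit, mean inhibition of low control wells plus 3 SD, cut at about 25% in these data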;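 further: 0% = DMSO wells with enzyme and 100% = wells lacking Arfgap1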
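System: truncated rat Arfgap1 GAP domain / Medium: HEPES-based buffer, pH 7.5 / Also added: N-terminally truncated human ARF1-GTP substrate / Incubation: enzyme reaction 120 min at 25 °C after 20 min preincubation / Measured by: FP of antibody-bound GDP Alexa 633 tracer, ex 620/em 688 nm / Replicates: singlicate, each compound tested once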
proKLK7 act: activates the human kallikrein-7 zymogen; P49862; purified proKLK7, EDANS-DABCYL substrate fluorescence; 100% is mature enzyme control, 0% vehicle; activation, % at 7 µM; 0.9% of 370,000 active;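 active means activation above the mean of all tested compounds plus 3 SD, computed per campaign excluding outliers beyond control limits, cut at about 13% in these data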
An asterisk follows results filed as active. Some of the compounds tested. The share of hits here may be higher or lower than overall.

`O=C(NCCN1CCC2(CC1)C(=O)NCN2c1ccccc1)c1ccc(Cl)c(Cl)c1` gave Tn6 DDE FP 3.2, UHRF1 binding -5.2, ADAM17 inh -0.6, Tn7 DDE FP 1.1, PLCb3 inh 4.5, PLC-gamma1 inh 4.2, MBD2 DNA inh 2.1, ASAP1 GAP inh -5.3, ARFGAP1 inhibitor 4.5 and proKLK7 act 0.3.
For CCCCC(CC)CNCC(O)c1ccccc1 (configuration not stated) the results were Tn6 DDE FP -11.1, UHRF1 binding 1.1, ADAM17 inh -5.6, Tn7 DDE FP -0.7, PLCb3 inh -7.0, PLC-gamma1 inh 3.5, MBD2 DNA inh 1.9, ASAP1 GAP inh 0.9, ARFGAP1 inhibitor -6.3 and proKLK7 act 0.0.
Cn1c(O)c(/C=N/N2CCOCC2)c(=O)n(-c2ccccc2)c1=S was read as Tn6 DDE FP 4.0, UHRF1 binding -2.8, ADAM17 inh 1.9, Tn7 DDE FP -6.8, PLCb3 inh -6.7, PLC-gamma1 inh 2.5, MBD2 DNA inh -1.1, ASAP1 GAP inh 5.3, ARFGAP1 inhibitor -4.8 and proKLK7 act 0.8.
Screening Cc1cc(Cl)ccc1C(=O)C1CCCN(C2CCSCC2)C1 (configuration not stated) returned Tn6 DDE FP 1.1, UHRF1 binding 0.9, ADAM17 inh -1.2, Tn7 DDE FP 0.6, PLCb3 inh 1.7, PLC-gamma1 inh -0.8, MBD2 DNA inh 1.4, ASAP1 GAP inh -4.4, ARFGAP1 inhibitor 4.1 and proKLK7 act -0.1.
CCCCc1ccc2[nH]cc(CCN)c2c1 was read as Tn6 DDE FP -5.4, UHRF1 binding -1.8, ADAM17 inh -3.7, Tn7 DDE FP 1.1, PLCb3 inh 1.7, PLC-gamma1 inh 3.3, MBD2 DNA inh -1.3, ASAP1 GAP inh 6.9, ARFGAP1 inhibitor 2.1 and proKLK7 act -0.2.
CN1CCN(/N=C/c2c[nH]c3ccccc23)CC1 was read as Tn6 DDE FP -0.8, UHRF1 binding 0.4, ADAM17 inh -3.8, Tn7 DDE FP -1.7, PLCb3 inh -11.5, PLC-gamma1 inh -2.8, MBD2 DNA inh -1.7, ASAP1 GAP inh 2.3, ARFGAP1 inhibitor -5.8 and proKLK7 act -0.1.
Screening Cc1nn(-c2ccccc2)c(C)c1NC(=O)COC(=O)Cc1ccccc1 returned Tn6 DDE FP -1.9, UHRF1 binding -1.1, ADAM17 inh -1.2, Tn7 DDE FP 4.7, PLCb3 inh -6.4, PLC-gamma1 inh 2.8, MBD2 DNA inh 0.6, ASAP1 GAP inh 7.7, ARFGAP1 inhibitor -5.3 and proKLK7 act -0.4.
For O=C1CC(N2CCC(n3c(=O)[nH]c4ccccc43)CC2)C(=O)N1c1ccc(F)cc1 (configuration not stated) the results were Tn6 DDE FP 4.0, UHRF1 binding 5.5, ADAM17 inh 2.0, Tn7 DDE FP 1.4, PLCb3 inh 7.5, PLC-gamma1 inh 1.6, MBD2 DNA inh -2.0, ASAP1 GAP inh 3.0, ARFGAP1 inhibitor 8.8 and proKLK7 act -0.5.
OC1(c2ccc(F)cc2)CC2CCC(C1)N2Cc1nnnn1C1CCCCC1 (configuration not stated) was read as Tn6 DDE FP 4.2, UHRF1 binding -0.9, ADAM17 inh -4.2, Tn7 DDE FP -4.1, PLCb3 inh 2.8, PLC-gamma1 inh 0.8, MBD2 DNA inh 5.5, ASAP1 GAP inh -0.2, ARFGAP1 inhibitor 12.4 and proKLK7 act -0.7.
Screening O=C(c1cccn2c(=O)c3ccccc3nc12)N1CCC2(CC1)OCCO2 returned Tn6 DDE FP 3.1, UHRF1 binding 1.1, ADAM17 inh -347.1, Tn7 DDE FP 4.7, PLCb3 inh inactive, PLC-gamma1 inh inactive, MBD2 DNA inh 3.4, ASAP1 GAP inh -14.2, ARFGAP1 inhibitor 2.8 and proKLK7 act 39.8*.
`CCN(CC)CCCN=Cc1c(O)n(CCc2ccc(F)cc2)c(=O)[nH]c1=O` gave Tn6 DDE FP 11.8, UHRF1 binding -1.6, ADAM17 inh -2.5, Tn7 DDE FP 1.1, PLCb3 inh 1.6, PLC-gamma1 inh -0.1, MBD2 DNA inh 2.1, ASAP1 GAP inh 2.5, ARFGAP1 inhibitor 6.9 and proKLK7 act 0.1.
`Nc1ccc2nonc2c1[N+](=O)[O-]` gave Tn6 DDE FP 0.1, UHRF1 binding -17.1, ADAM17 inh -0.6, Tn7 DDE FP 20.0*, PLCb3 inh -67.5, PLC-gamma1 inh -39.9, MBD2 DNA inh -12.6, ASAP1 GAP inh 12.3, ARFGAP1 inhibitor -7.8 and proKLK7 act -0.3.
Oc1ccc2c3c1O[C@H]1c4oc5ccccc5c4C[C@@]4(O)[C@@H](C2)N(CC2CC2)CC[C@]314 was read as Tn6 DDE FP -4.4, UHRF1 binding 1.2, ADAM17 inh -0.5, Tn7 DDE FP -0.8, PLCb3 inh 4.4, PLC-gamma1 inh 3.2, MBD2 DNA inh 2.1, ASAP1 GAP inh -10.9, ARFGAP1 inhibitor -1.1 and proKLK7 act -0.9.
Screening O=C(c1ccc(Br)cc1)C12CN3CN(CN(C3)C1)C2 returned Tn6 DDE FP -1.5, UHRF1 binding -1.3, ADAM17 inh -0.8, Tn7 DDE FP -1.6, PLCb3 inh -0.2, PLC-gamma1 inh -1.6, MBD2 DNA inh 4.4, ASAP1 GAP inh -2.1, ARFGAP1 inhibitor 3.6 and proKLK7 act 0.4.
`COc1ccc(/C=C/C(=O)NC(=S)N2C[C@H]3C[C@H](C2)c2cccc(=O)n2C3)cc1` gave Tn6 DDE FP 8.8, UHRF1 binding 1.2, ADAM17 inh -1.1, Tn7 DDE FP -0.8, PLCb3 inh 4.6, PLC-gamma1 inh 3.2, MBD2 DNA inh 1.6, ASAP1 GAP inh -2.3, ARFGAP1 inhibitor -10.1 and proKLK7 act -0.3.
`CCN1CCN(C(=O)Cc2ccc(C)cc2)CC1` gave Tn6 DDE FP -8.4, UHRF1 binding 0.0, ADAM17 inh -3.4, Tn7 DDE FP 2.7, PLCb3 inh -5.6, PLC-gamma1 inh -2.8, MBD2 DNA inh -1.2, ASAP1 GAP inh 1.5, ARFGAP1 inhibitor -11.3 and proKLK7 act -0.1.
CN(C)P(=S)(Nc1ccccc1)C(Cl)(Cl)Cl (configuration not stated) was read as Tn6 DDE FP -0.3, UHRF1 binding 0.9, ADAM17 inh 5.4, Tn7 DDE FP 2.7, PLCb3 inh 3.2, PLC-gamma1 inh -0.3, MBD2 DNA inh 0.5, ASAP1 GAP inh 4.3, ARFGAP1 inhibitor 6.0 and proKLK7 act 0.3.
`C=CCN=C(SCC(=O)c1ccc(Cl)cc1)c1c(O)n(C)c(=O)n(C)c1=O` gave Tn6 DDE FP 1.4, UHRF1 binding 0.4, ADAM17 inh 2.1, Tn7 DDE FP -7.4, PLCb3 inh -8.3, PLC-gamma1 inh 0.7, MBD2 DNA inh -6.9, ASAP1 GAP inh 6.7, ARFGAP1 inhibitor 1.2 and proKLK7 act -0.7.
For CCC(c1nnnn1C1CCCCC1)N1CCC2(CC1)C(=O)NCN2c1ccccc1 (configuration not stated) the results were Tn6 DDE FP -5.6, UHRF1 binding 4.9, ADAM17 inh -2.4, Tn7 DDE FP 6.6, PLCb3 inh -0.9, PLC-gamma1 inh -1.3, MBD2 DNA inh 1.2, ASAP1 GAP inh -4.3, ARFGAP1 inhibitor 3.1 and proKLK7 act -0.4.
For COC(=O)C1=C(c2ccc(-c3ccccc3)c(F)c2)C[C@@H]2CC[C@H]1N2C(=O)NCCc1ccccc1 the results were Tn6 DDE FP 5.8, UHRF1 binding 0.2, ADAM17 inh 9.0*, Tn7 DDE FP 0.1, PLCb3 inh 4.7, PLC-gamma1 inh 3.3, MBD2 DNA inh -2.5, ASAP1 GAP inh -5.1, ARFGAP1 inhibitor 5.5 and proKLK7 act -0.5.
`CC(=O)c1ccc2c(c1)OCO2` gave Tn6 DDE FP 2.8, UHRF1 binding -1.1, ADAM17 inh 2.1, Tn7 DDE FP 4.5, PLCb3 inh 6.0, PLC-gamma1 inh 4.8, MBD2 DNA inh -6.7, ASAP1 GAP inh 9.8, ARFGAP1 inhibitor -3.9 and proKLK7 act 0.3.
CC(C)c1ccc(-n2c(O)c(/C=N/N3CCOCC3)c(=O)[nH]c2=S)cc1 was read as Tn6 DDE FP 0.3, UHRF1 binding -1.9, ADAM17 inh -1.2, Tn7 DDE FP -3.6, PLCb3 inh -15.3, PLC-gamma1 inh -8.5, MBD2 DNA inh -0.8, ASAP1 GAP inh 1.5, ARFGAP1 inhibitor -3.9 and proKLK7 act 0.1.
Screening CCc1cccc(C)c1NC(=S)N1CC2CC(C1)c1cccc(=O)n1C2 (configuration not stated) returned Tn6 DDE FP 3.6, UHRF1 binding 6.6, ADAM17 inh 2.7, Tn7 DDE FP 2.0, PLCb3 inh 0.4, PLC-gamma1 inh 4.5, MBD2 DNA inh -1.4, ASAP1 GAP inh 3.1, ARFGAP1 inhibitor 15.8 and proKLK7 act 0.2.
Screening O=C(COC(=O)Cc1ccccc1)Nc1ccc(F)cc1 returned Tn6 DDE FP 3.1, UHRF1 binding -0.3, ADAM17 inh 2.0, Tn7 DDE FP -1.8, PLCb3 inh 3.1, PLC-gamma1 inh 3.1, MBD2 DNA inh 1.5, ASAP1 GAP inh 6.3, ARFGAP1 inhibitor 11.7 and proKLK7 act -0.1.
For c1ccc2cc(C3N4CCCN34)ccc2c1 (configuration not stated) the results were Tn6 DDE FP -6.9, UHRF1 binding 5.8, ADAM17 inh -9.0, Tn7 DDE FP 7.7, PLCb3 inh -2.5, PLC-gamma1 inh -0.4, MBD2 DNA inh 9.5, ASAP1 GAP inh -8.2, ARFGAP1 inhibitor 1.6 and proKLK7 act -0.6.
CCC1(NS(=O)(=O)c2ccc(N)cc2)C(=O)N(C)C(=O)N(C)C1=O was read as Tn6 DDE FP -4.7, UHRF1 binding 0.8, ADAM17 inh -1.8, Tn7 DDE FP -1.8, PLCb3 inh 0.1, PLC-gamma1 inh -0.1, MBD2 DNA inh 1.9, ASAP1 GAP inh 6.0, ARFGAP1 inhibitor 4.5 and proKLK7 act 0.4.
`COC(=O)C1=C(c2cc3ccccc3o2)C[C@@H]2CC[C@H]1N2C(=O)NC1CCCCC1` gave Tn6 DDE FP 2.8, UHRF1 binding -1.7, ADAM17 inh 2.7, Tn7 DDE FP 1.8, PLCb3 inh 8.4, PLC-gamma1 inh 4.4, MBD2 DNA inh -1.9, ASAP1 GAP inh 1.5, ARFGAP1 inhibitor 14.5 and proKLK7 act -0.1.
